Screens deposited in PubChem BioAssay by several laboratories.
RAM inhibit – inhibitors of the yeast RAM network, primary screen, dse1pr::URA3 reporter, 5-FOA selection. S. cerevisiae dse1pr::URA3 reporter, 5-FOA growth OD615, 2 d; analog-sensitive cbk1-as2 kinase mutant strain. inhibition, % at 50 µM. 190,000 tested, 1.8% active. AID 868, 2007;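 active = inhibition above a set limit, 3 SD over mean compound inhibition, cut at about 8.4% in these data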;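 also: 0% = DMSO-only wells with no growth and 100% = 10 µM 1-NA-PP1 full growth; inhibition rescues growth on 5-FOA so higher OD means more RAM inhibition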
TNAP act hiacc – TNAP activators at high phosphate acceptor level, primary screen, biochemical, luminescence, uHTS; purified TNAP, CDP-star luminescence, 1 M DEA, 30 min; stronger effect = higher value; 0 = EDTA background, 1 = DMSO-only activity; activation factor at 20 µM; 200,000 tested, under 10 active; AID 1136, 2008;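 active = activation factor at least 2 at 20 µM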
Target sequence (P05186 whole entry, looked up): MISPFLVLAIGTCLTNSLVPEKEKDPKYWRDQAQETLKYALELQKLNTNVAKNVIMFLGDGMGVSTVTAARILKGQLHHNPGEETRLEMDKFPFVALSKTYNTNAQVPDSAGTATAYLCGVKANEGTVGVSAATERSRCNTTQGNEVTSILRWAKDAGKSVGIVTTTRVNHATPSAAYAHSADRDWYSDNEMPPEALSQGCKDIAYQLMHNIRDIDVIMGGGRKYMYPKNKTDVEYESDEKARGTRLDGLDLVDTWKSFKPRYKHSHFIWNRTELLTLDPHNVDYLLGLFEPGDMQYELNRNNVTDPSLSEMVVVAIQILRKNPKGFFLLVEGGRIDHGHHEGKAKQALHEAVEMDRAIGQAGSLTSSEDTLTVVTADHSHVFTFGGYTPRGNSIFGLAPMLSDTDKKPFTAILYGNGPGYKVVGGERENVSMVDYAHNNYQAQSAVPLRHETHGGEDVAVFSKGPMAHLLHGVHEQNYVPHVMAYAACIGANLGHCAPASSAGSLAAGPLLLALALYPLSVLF
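system = human TNAP | amount = enzyme diluted 1/800 final | reagent = 100 µM CDP-star substrate | signal = luminescent substrate turnover signal | dosing = one dose, 20 µM | benchmarks = EDTA negative control, DMSO positive control | measure = activation factor | timing = 30 min reaction, room temperature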
FLuc inh counter – firefly luciferase enzyme inhibitors, primary screen, artefact control for luciferase-based inhibitor screens, biochemical, luminescence, ATPLite. 10 min. inhibition, % at 10 µM. 200,000 tested, 1.5% active. AID 1006, 2008;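 active = inhibition above about 50% when tested at 10 µM, limit read from the data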
Target sequence (P08659 whole entry, looked up): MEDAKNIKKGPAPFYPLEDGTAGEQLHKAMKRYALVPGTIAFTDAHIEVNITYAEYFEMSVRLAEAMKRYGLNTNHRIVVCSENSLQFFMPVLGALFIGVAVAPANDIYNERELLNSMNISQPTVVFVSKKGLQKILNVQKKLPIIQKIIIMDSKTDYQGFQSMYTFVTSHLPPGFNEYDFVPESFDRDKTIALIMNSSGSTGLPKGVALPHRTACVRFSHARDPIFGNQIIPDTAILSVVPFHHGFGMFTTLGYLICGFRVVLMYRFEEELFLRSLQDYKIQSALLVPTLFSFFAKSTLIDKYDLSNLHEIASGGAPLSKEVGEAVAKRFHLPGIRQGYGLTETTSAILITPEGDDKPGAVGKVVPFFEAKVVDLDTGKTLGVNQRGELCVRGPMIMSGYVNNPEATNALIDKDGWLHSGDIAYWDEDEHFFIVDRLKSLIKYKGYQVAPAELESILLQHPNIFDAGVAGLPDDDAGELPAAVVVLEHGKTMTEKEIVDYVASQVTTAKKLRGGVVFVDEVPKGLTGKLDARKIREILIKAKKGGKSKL
TNAP inh noacc – human TNAP enzyme inhibitors, primary screen, biochemical, luminescent, no phosphate acceptor, uHTS; Alkaline phosphatase, tissue-nonspecific isozyme (Homo sapiens), P05186; purified TNAP, CDP-star luminescence, 30 min; inhibition, % at 20 µM; 200,000 tested, 0.26% active; AID 1012, 2008;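 active = tissue-nonspecific alkaline phosphatase inhibition above about 50% at 20 µM in the single-dose screen, limit read from the data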;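 also: 0% = DMSO negative control and 100% = EDTA positive control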
bIAP activator – bovine intestinal alkaline phosphatase activators, primary screen, biochemical, bovine IAP, CDP-star luminescence; alkaline phosphatase, intestinal [Bos taurus]; purified bovine IAP, 30 min; stronger effect = higher value; fold of DMSO-control signal, blank-subtracted; activation factor at 20 µM; 200,000 tested, 0.17% active; AID 1016, 2008;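 active = activation factor of 2 or more at 20 µM, a signal rise over negative controls twice the positive control's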
Lmaj promast – Leishmania major promastigote growth inhibition, primary screen; Leishmania major promastigotes, resazurin fluorescence viability; inhibition, % at 10 µM; 200,000 tested, 9% active; in the data active = inhibition above about 50%;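 also: promastigotes grown with compound for 44 hours at 28 °C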
FLuc stim CS – FLuc activators, initial screening, artefact control for FLuc-dependent activation tests, biochemical, ATPlite luminescence | Luciferin 4-monooxygenase (Photinus pyralis), P08659 | ATPlite luciferase biochemical, 10 min; 0 = ATP-free wells, 1 = DMSO control | activation factor at 10 µM | 200,000 tested, under 10 active;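 active = luciferase activation factor, scaled between plate controls, of at least 2 with compound at 10 µM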
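Assay system: Luciferase/luciferin detection reagent, cell-free biochemical luciferase assay / Also added: ATP substrate / Schedule: 10 min at ambient temperature / Measured by: luminescence measurement of luciferase light output / Benchmarks: low control with PBS replacing ATP, high control enzyme plus ATP without compound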
TNAP inh hiacc – human TNAP enzyme inhibitors, primary screen, biochemical, luminescent, high phosphate acceptor level, uHTS. inhibition, % at 20 µM. AID 1135, 2008. 200,000 tested, 0.03% active. purified TNAP, CDP-star luminescence, 1 M DEA. Alkaline phosphatase, tissue-nonspecific isozyme (Homo sapiens), P05186;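 active = over 50% inhibition of tissue-nonspecific alkaline phosphatase at 20 µM in the single-dose screen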;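 also: plate controls were DMSO wells for no effect and EDTA-quenched wells as full inhibition for full effect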
bIAP inh – bovine intestinal alkaline phosphatase inhibitors, primary screen, selectivity assay for TNAP inhibitor project, biochemical, bovine IAP, CDP-star luminescence. alkaline phosphatase, intestinal [Bos taurus]. purified bovine IAP, 30 min. inhibition, % at 20 µM. 190,000 tested, under 10 active. AID 1019, 2008;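 active = over 50% inhibition of intestinal alkaline phosphatase at 20 µM in the single-dose screen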
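System: Purified bovine intestinal alkaline phosphatase (IAP) enzyme | Input: IAP diluted 1/65,000,000 in the well | Also added: CDP-star chemiluminescent phosphatase substrate, 30 µM final | Dosing: 20 µM single dose | Times: Enzyme reaction for 30 min at room temperature | Detection: Luminescence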
APP transl inh – inhibitors of APP translation via 5'UTR reporter, primary screen, APP 5'UTR luciferase, SH-SY5Y cells; SH-SY5Y APP 5'UTR-luciferase reporter, luminescence; inhibition, % at 2 µM; 190,000 tested, 0.82% active; AID 1285, 2008;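 active = inhibition above a set limit, derived from the sample mean plus 3 SD, cut at about 45% in these data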; also: values of inactives mirror those of a sister screen read the other way
* hit, by the source's call.

What do the screens show for `Cc1cccc(C(=O)NN2S(=O)(=O)c3ccccc3S2(=O)=O)c1`?
RAM inhibit: 0.6; TNAP act hiacc: 1; FLuc inh counter: -3; TNAP inh noacc: -2; bIAP activator: 1.1; Lmaj promast: -9; FLuc stim CS: 1; TNAP inh hiacc: 2; bIAP inh: -5; APP transl inh: 2

How did CCn1nnc(NC(=O)c2ccc(-c3ccc(Cl)cc3)o2)n1 do in these assays?
RAM inhibit: 2.0; TNAP act hiacc: 1; FLuc inh counter: 1; TNAP inh noacc: -1; bIAP activator: 1; Lmaj promast: 6; FLuc stim CS: 1; TNAP inh hiacc: -4; bIAP inh: 0; APP transl inh: -45

What do the screens show for `COc1ccccc1NC(=O)CCN1CC(C)OC(C)C1` (stereo not given)?
RAM inhibit: 3.3; TNAP act hiacc: 1; FLuc inh counter: 0; TNAP inh noacc: -6; bIAP activator: 1.1; Lmaj promast: 12; FLuc stim CS: 1; TNAP inh hiacc: 1; bIAP inh: -6; APP transl inh: -9

What do the screens show for `Cc1ccn2c(CNCC3OCCc4ccccc43)c(C(=O)N3CCCCCC3)nc2c1` (stereo not given)?
RAM inhibit: 1.1; TNAP act hiacc: 1.1; FLuc inh counter: -8; TNAP inh noacc: -10; bIAP activator: 1.1; Lmaj promast: 9; FLuc stim CS: 1.1; TNAP inh hiacc: -10; bIAP inh: -8; APP transl inh: 3

What do the screens show for `CC(=O)c1sc(NC(=O)CCOc2ccccc2)nc1C`?
RAM inhibit: 0.9; TNAP act hiacc: 1; FLuc inh counter: 0; TNAP inh noacc: -8; bIAP activator: 1; Lmaj promast: -5; FLuc stim CS: 1; TNAP inh hiacc: -4; bIAP inh: 4; APP transl inh: -6

What do the screens show for `N#CCC(CNc1ncc(C(F)(F)F)cc1Cl)OC(=O)c1ccc(Cl)cc1Cl` (stereo not given)?
RAM inhibit: 9.6*; TNAP act hiacc: 1; FLuc inh counter: -4; TNAP inh noacc: -8; bIAP activator: 0.8; Lmaj promast: -2; FLuc stim CS: 1; TNAP inh hiacc: 1; bIAP inh: 25; APP transl inh: 2

Results for CC(C)C(=O)Nc1ccc(C(=O)NNC(=O)c2cccs2)cc1 ?
RAM inhibit: 0.5; TNAP act hiacc: 1.1; FLuc inh counter: -7; TNAP inh noacc: 6; bIAP activator: 0.9; Lmaj promast: 66*; FLuc stim CS: 1.1; TNAP inh hiacc: -8; bIAP inh: 8; APP transl inh: 10

Results for O=C(Nc1ccc2c(c1)OCO2)C1CCN(C(=O)c2cccs2)CC1 ?
RAM inhibit: -0.9; TNAP act hiacc: 1.1; FLuc inh counter: -6; TNAP inh noacc: 2; bIAP activator: 1; Lmaj promast: -6; FLuc stim CS: 1.1; TNAP inh hiacc: -7; bIAP inh: 3; APP transl inh: -8

How did Cc1ccc2nc3c(cc(C#N)c(=O)n3CC3CCCO3)c(=O)n2c1 (stereo not given) do in these assays?
RAM inhibit: 2.6; TNAP act hiacc: 1; FLuc inh counter: -5; TNAP inh noacc: -15; bIAP activator: 1.2; Lmaj promast: 11; FLuc stim CS: 1.1; TNAP inh hiacc: -5; bIAP inh: -24; APP transl inh: 12

How did COc1ccc(C2NCCc3c2[nH]c2ccccc32)cc1COc1ccc(F)cc1 (stereo not given) do in these assays?
RAM inhibit: 0.1; TNAP act hiacc: 1; FLuc inh counter: 3; TNAP inh noacc: -3; bIAP activator: 1.1; Lmaj promast: 100*; FLuc stim CS: 1; TNAP inh hiacc: -5; bIAP inh: -7; APP transl inh: 0

How did CC(C)CC(=O)c1c[nH]c(C(=O)N2CCN(Cc3ccccc3)CC2)c1 do in these assays?
RAM inhibit: 0.2; TNAP act hiacc: 1; FLuc inh counter: -6; TNAP inh noacc: -9; bIAP activator: 1.1; Lmaj promast: -6; FLuc stim CS: 1.1; TNAP inh hiacc: -4; bIAP inh: -8; APP transl inh: -7

What do the screens show for `CCOC(=O)N1CCN(c2c(N3CC=C(c4ccccc4)CC3)c(=O)c2=O)CC1`?
RAM inhibit: 1.4; TNAP act hiacc: 1.1; FLuc inh counter: -2; TNAP inh noacc: -11; bIAP activator: 1.1; Lmaj promast: 0; FLuc stim CS: 1; TNAP inh hiacc: -6; bIAP inh: -11; APP transl inh: -8

Results for COC(=O)CSc1[nH]c2cc(C)ccc2c1[N+](=O)[O-] ?
RAM inhibit: 0.1; TNAP act hiacc: 1.1; FLuc inh counter: -2; TNAP inh noacc: -8; bIAP activator: 1; Lmaj promast: -4; FLuc stim CS: 1; TNAP inh hiacc: -5; bIAP inh: 4; APP transl inh: 11

How did CC(=O)Nc1ccccc1NC(=O)C/C(C)=N/NC(=O)c1ccccn1 do in these assays?
RAM inhibit: 0.0; TNAP act hiacc: 1.1; FLuc inh counter: -5; TNAP inh noacc: -15; bIAP activator: 0.9; Lmaj promast: -2; FLuc stim CS: 1.1; TNAP inh hiacc: -12; bIAP inh: 11; APP transl inh: -104

What do the screens show for `CCN1CCN(c2nc3c(c(=O)[nH]c(=O)n3C)n2CCSc2nc3ccccc3s2)CC1`?
RAM inhibit: -0.9; TNAP act hiacc: 1; FLuc inh counter: -1; TNAP inh noacc: -5; bIAP activator: 1.3; Lmaj promast: -3; FLuc stim CS: 1; TNAP inh hiacc: -3; bIAP inh: -29; APP transl inh: -13

Results for Cc1ccc(NCC(=O)N/N=C\c2ccc([N+](=O)[O-])o2)cc1 ?
RAM inhibit: -0.8; TNAP act hiacc: 1; FLuc inh counter: -3; TNAP inh noacc: 0; bIAP activator: 0.9; Lmaj promast: 100*; FLuc stim CS: 1; TNAP inh hiacc: 4; bIAP inh: 7; APP transl inh: -5

Results for O=C(CN1CCN(c2ccc(F)cc2)CC1)c1cccs1 ?
RAM inhibit: -0.1; TNAP act hiacc: 1; FLuc inh counter: -7; TNAP inh noacc: -8; bIAP activator: 1; Lmaj promast: -2; FLuc stim CS: 1.1; TNAP inh hiacc: -2; bIAP inh: 5; APP transl inh: -1

Results for Cc1noc(C)c1COC(=O)c1cc2ccccc2cc1O ?
RAM inhibit: 0.1; TNAP act hiacc: 1; FLuc inh counter: -4; TNAP inh noacc: -21; bIAP activator: 1; Lmaj promast: -6; FLuc stim CS: 1; TNAP inh hiacc: -4; bIAP inh: 0; APP transl inh: 10

What do the screens show for `OC12CCCCC1C(c1ccc3c(c1)OCO3)N(Cc1ccccc1F)CC2` (stereo not given)?
RAM inhibit: 1.2; TNAP act hiacc: 1; FLuc inh counter: 0; TNAP inh noacc: 1; bIAP activator: 1; Lmaj promast: 60*; FLuc stim CS: 1; TNAP inh hiacc: 1; bIAP inh: -1; APP transl inh: 14

How did O=C(c1cccnc1)N1N=C(C2CC2)CC1(O)C(F)(F)F (stereo not given) do in these assays?
RAM inhibit: 0.1; TNAP act hiacc: 1; FLuc inh counter: -8; TNAP inh noacc: -10; bIAP activator: 1.1; Lmaj promast: -5; FLuc stim CS: 1.1; TNAP inh hiacc: -4; bIAP inh: -10; APP transl inh: -3

What do the screens show for `O=C1CCCCCN1Cc1nnc(SCc2nc3ccccc3s2)n1-c1ccccn1`?
RAM inhibit: 0.8; TNAP act hiacc: 1.1; FLuc inh counter: 10; TNAP inh noacc: -10; bIAP activator: 1.1; Lmaj promast: -7; FLuc stim CS: 0.9; TNAP inh hiacc: -6; bIAP inh: -6; APP transl inh: -86

How did O=C(NCC(=O)N(c1cccnc1)C(C(=O)NC1CCCC1)c1ccco1)c1cccs1 (stereo not given) do in these assays?
RAM inhibit: 0.7; TNAP act hiacc: 1.1; FLuc inh counter: -4; TNAP inh noacc: -8; bIAP activator: 1; Lmaj promast: 1; FLuc stim CS: 1; TNAP inh hiacc: -6; bIAP inh: -4; APP transl inh: 5

Results for CCn1ncc(/C=N\NC(=O)Cc2ccc([N+](=O)[O-])cc2)c1C ?
RAM inhibit: 2.7; TNAP act hiacc: 1; FLuc inh counter: 2; TNAP inh noacc: -3; bIAP activator: 1; Lmaj promast: -5; FLuc stim CS: 1; TNAP inh hiacc: 1; bIAP inh: 0; APP transl inh: -56

How did CCCCCCn1c(SCCCC)nc2c1c(=O)[nH]c(=O)n2C do in these assays?
RAM inhibit: 3.0; TNAP act hiacc: 1.1; FLuc inh counter: -6; TNAP inh noacc: -15; bIAP activator: 1; Lmaj promast: 13; FLuc stim CS: 1.1; TNAP inh hiacc: -5; bIAP inh: 3; APP transl inh: -7

How did Cc1cc(NC(=O)c2ccc(C)s2)n(-c2nc3ccccc3[nH]2)n1 do in these assays?
RAM inhibit: 1.2; TNAP act hiacc: 1; FLuc inh counter: 6; TNAP inh noacc: -4; bIAP activator: 0.9; Lmaj promast: -1; FLuc stim CS: 0.9; TNAP inh hiacc: -2; bIAP inh: 9; APP transl inh: 23

Results for COc1cccc(OC)c1C(=O)NNC(=O)c1ccc(F)cc1 ?
RAM inhibit: 2.1; TNAP act hiacc: 1.1; FLuc inh counter: -4; TNAP inh noacc: -19; bIAP activator: 0.9; Lmaj promast: -7; FLuc stim CS: 1; TNAP inh hiacc: -8; bIAP inh: 8; APP transl inh: -15

What do the screens show for `O=C(C1CCCN(S(=O)(=O)c2cccc3nsnc23)C1)N1CCc2ccccc2C1` (stereo not given)?
RAM inhibit: 1.4; TNAP act hiacc: 1; FLuc inh counter: -8; TNAP inh noacc: 4; bIAP activator: 1; Lmaj promast: 7; FLuc stim CS: 1.1; TNAP inh hiacc: -4; bIAP inh: 1; APP transl inh: 4

How did CCN1CCN(C(=S)Nc2cc(S(=O)(=O)N(CC)CC)ccc2C)CC1 do in these assays?
RAM inhibit: 3.6; TNAP act hiacc: 1; FLuc inh counter: -6; TNAP inh noacc: -14; bIAP activator: 1.1; Lmaj promast: 0; FLuc stim CS: 1.1; TNAP inh hiacc: -5; bIAP inh: -6; APP transl inh: -7

Looked up by compound from above, two records:
Results for COc1cccc(OC)c1C(=O)NNC(=O)c1ccc(F)cc1 ?
RAM inhibit: 2.1; TNAP act hiacc: 1.1; FLuc inh counter: -4; TNAP inh noacc: -19; bIAP activator: 0.9; Lmaj promast: -7; FLuc stim CS: 1; TNAP inh hiacc: -8; bIAP inh: 8; APP transl inh: -15

How did CCN1CCN(C(=S)Nc2cc(S(=O)(=O)N(CC)CC)ccc2C)CC1 do in these assays?
RAM inhibit: 3.6; TNAP act hiacc: 1; FLuc inh counter: -6; TNAP inh noacc: -14; bIAP activator: 1.1; Lmaj promast: 0; FLuc stim CS: 1.1; TNAP inh hiacc: -5; bIAP inh: -6; APP transl inh: -7
